# High-throughput results (PubChem BioAssay)
# Ba/F3 V617F tox – reduce viability of Ba/F3 cells dependent on JAK2V617F; 220,000 compounds, 1.1% hits; Ba/F3 EpoR-JAK2V617F viability, ATP luminescence; inhibition, % at 5.6 µM; AID 1446;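 active means inhibition above the campaign mean plus 3 SD over all tested compounds, cut at about 24% in these data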;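 further: cytokine-independent growth of Ba/F3 cells driven by EpoR plus mutant JAK2; 0% = DMSO-treated cells and 100% = JAK inhibitor I control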
# RBBP9 inhibitor – inhibitors of human serine hydrolase RBBP9; O75884; recombinant RBBP9, FP-Rh probe fluorescence polarization; inhibition, % at 7.94 µM; 220,000 compounds, 0.2% hits; AID 1515;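 active means inhibition above the campaign mean of all tested compounds plus 3 SD, cut at about 14% in these data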;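 further: plate controls were DMSO wells with RBBP9 for no effect and wells lacking RBBP9 protein for full effect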
#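 Material: RBBP9 protein. Amount: RBBP9 at 2.5 µM in dispensed solution, before mixing. Schedule: 30 min then 45 min, 25 °C. Medium: Tris buffer pH 8.0, NaCl, Pluronic. Measured by: fluorescence polarization. Measure: percent inhibition from mP, scaled between DMSO and no-protein wells. Replication: one well per compound.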
# BaF3 tox – counter-screen for JAK2V617F inhibitors: parental Ba/F3 viability inhibitors; CellTiter-Glo ATP luminescence; inhibition, % at 5.6 µM; 220,000 compounds, 1.1% hits;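 active means inhibition above a per-campaign cutoff, the mean inhibition of all tested compounds plus 3 SD, cut at about 27% in these data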;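 further: 0% = DMSO wells and 100% = JAK Inhibitor I control wells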
# EP2 antag – blocks the human prostaglandin E2 receptor EP2; P43116; C6 glioma cells expressing human EP2, cAMP TR-FRET; cells stimulated with saturating PGE2; inhibition, % at 25 µM; 260,000 compounds, 0.52% hits; AID 1422;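 active means percent inhibition above 40 after rounding to a whole number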;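 further: rat C6 glioma host cells with rolipram phosphodiesterase inhibitor present; the protocol text gives 20 µM as final concentration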
# Target sequence (P43116 whole entry, looked up): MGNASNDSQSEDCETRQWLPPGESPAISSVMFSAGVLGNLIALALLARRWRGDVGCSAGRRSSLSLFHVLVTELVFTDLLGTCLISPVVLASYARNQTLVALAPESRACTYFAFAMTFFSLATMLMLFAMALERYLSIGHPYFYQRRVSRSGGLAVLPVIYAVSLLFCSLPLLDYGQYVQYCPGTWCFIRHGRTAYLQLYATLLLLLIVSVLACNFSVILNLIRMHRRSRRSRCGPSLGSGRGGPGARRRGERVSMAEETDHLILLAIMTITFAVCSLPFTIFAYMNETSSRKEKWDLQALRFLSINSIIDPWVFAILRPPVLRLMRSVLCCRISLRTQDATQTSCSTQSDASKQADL
# p97 ATPase inh – human p97 ATPase inhibition; P55072; recombinant p97 ATPase, Kinase-Glo ATP luminescence, 3 h; inhibition, % at 8 µM; 220,000 compounds, 0.42% hits; in the data active means inhibition above about 15%;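 further: 0% = DMSO vehicle and 100% = wells lacking enzyme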
# p47phox inh – inhibitors of human p47phox binding; p47phox/p22phox peptide binding, fluorescence polarization, 2 h; 220,000 compounds, 0.53% hits; AID 1274; inhibition, % at 24.7 µM;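 active means inhibition above about 30%, limit read from the data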;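 further: 0% = p47phox with labelled peptide and 100% = labelled peptide alone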
# PPC-1+TRAIL kill – PPC-1 cancer cell killing with TRAIL present; PPC-1 cells + TRAIL, ATPLite viability luminescence; cell killing (% activity), % at 4 µM; 220,000 compounds, 0.41% hits; AID 1443;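 active means cell killing above 50% in the first pass at 4 µM, then a duplicate retest at 5 µM averaging 50% or more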;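 further: plate controls were cells with TRAIL plus DMSO for no effect and medium-only wells lacking cells for full effect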
# Furin inh – inhibitors of human furin; P09958; purified furin, fluorogenic substrate cleavage; inhibition, % at 30 µM; 220,000 compounds, 0.061% hits; AID 463115; in the data active means inhibition above about 25%; further: inactives centre near -15
# Target sequence (P09958 108-714 limits assumed): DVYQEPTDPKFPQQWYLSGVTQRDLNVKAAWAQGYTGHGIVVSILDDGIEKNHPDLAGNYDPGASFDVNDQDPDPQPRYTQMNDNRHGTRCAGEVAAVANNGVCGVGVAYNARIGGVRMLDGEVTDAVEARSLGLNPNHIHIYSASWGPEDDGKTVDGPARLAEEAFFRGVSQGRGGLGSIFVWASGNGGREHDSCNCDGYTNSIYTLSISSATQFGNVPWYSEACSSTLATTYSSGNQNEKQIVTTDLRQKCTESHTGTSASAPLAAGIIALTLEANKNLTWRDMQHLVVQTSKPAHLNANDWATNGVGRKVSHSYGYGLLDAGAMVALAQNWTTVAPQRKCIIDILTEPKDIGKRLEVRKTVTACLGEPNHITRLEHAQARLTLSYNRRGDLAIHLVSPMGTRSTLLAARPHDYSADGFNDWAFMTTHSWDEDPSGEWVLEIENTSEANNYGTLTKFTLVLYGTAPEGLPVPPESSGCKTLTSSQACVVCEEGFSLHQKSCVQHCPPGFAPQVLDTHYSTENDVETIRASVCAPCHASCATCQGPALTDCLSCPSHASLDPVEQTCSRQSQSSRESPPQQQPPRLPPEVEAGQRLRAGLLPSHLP
# TbHK1 inh – T. brucei hexokinase 1 inhibition | recombinant TbHK1, G6PDH-coupled NADH A340 | inhibition, % at 10 µM | 220,000 compounds, 0.11% hits | AID 1430;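 active means inhibition of 50% or more in the single-dose primary screen; inactive means inhibition below 50%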
# Active calls of the source: *; nt = not tested or not shown; & = joins results of further samples; [ ] = dose if it differs, or a comment. Not all compounds are listed; rates above refer to the full screens.
item	compound	Ba/F3 V617F tox	RBBP9 inhibitor	BaF3 tox	EP2 antag	p97 ATPase inh
1	N#Cc1nc(Cc2cccc3ccccc23)oc1N1CCOCC1	1	-8	3	3	-3
2	CCCCN1C(=O)C(=O)N(CC(=O)Nc2cc(OCC)c(N3CCOCC3)cc2OCC)C1=O	0	-5	0	4	4
3	CC(C)(C)c1nnc(NC(=O)C2c3ccccc3Oc3ccccc32)s1	-2	-7	1	4	6
4	OCC1(Cc2ccccc2)CCN(Cc2ccc(-c3ccco3)cc2)CC1	-2	1	14	17	2
5	Cc1ccccc1C1=NC(C(F)(F)F)(C(F)(F)F)c2c(n(-c3ccc(F)cc3)c(=O)[nH]c2=O)N1	4	4	3	13	0
6	O=C(Nc1ccc(Cl)c(S(=O)(=O)N2CCOCC2)c1)c1ccc2c(c1)OCCO2	4	-9	11	14	5
7	O=C(NNc1c(Cl)cc(Cl)cc1Cl)c1cccc([N+](=O)[O-])c1	4	-12	10	3	-6
8	O=C(COC(=O)c1cccnc1)NC1CCCc2ccccc21 (stereo not given)	2	-14	9	8	3
9	Cc1c(C(=O)OCCOc2ccccc2)[nH]c2c1C(=O)CCC2	-2	-1	5	9	1
10	COc1ccc(/C=N/OC(=O)Nc2ccccc2OC)cc1	10	-8	9	3	-8
11	CC(C)CN1C(=O)C(=O)N(CC(=O)N2CCC(Cc3ccccc3)CC2)C1=O	-6	0	1	7	0
12	O=C(CSC1=NCCS1)Nc1nc(-c2ccccc2)cs1	-1	-10	6	nt	7
13	Cc1cc(C)n(CC(=O)c2ccc(Cl)cc2)n1	2	-4	7	4	-5
14	Cc1ccc(/C=N/NC(=O)CN2CCN(Cc3ccccc3)CC2)o1	-1	-4	2	11	2
15	O=C(O)C1CCCCC1C(=O)NCCc1ccncc1 (stereo not given)	0	-8	2	11	-2

item	p47phox inh	PPC-1+TRAIL kill	Furin inh	TbHK1 inh
1	-7	-16	-13	-2
2	1	5	-21	0
3	-4	15	-19	28
4	-21	12	-16	8
5	-6	8	-10	-17
6	-9	30	-17	-5
7	-6	4	2	39
8	-21	14	-31	-1
9	19	7	-7[20 µM]	6
10	-2	29	-9	8
11	-4	10	-17	0
12	-22	-8	-14	9
13	-5	16	-1	9
14	-4	-12	-13	-17
15	-12	-23	-15[20 µM]	0

# Following part:
item	compound	Ba/F3 V617F tox	RBBP9 inhibitor	BaF3 tox	EP2 antag	p97 ATPase inh
16	Cc1c(NC(=S)NC(=O)C2CCCCC2)c(=O)n(-c2ccccc2)n1C	-3	-10	4	6	4
17	CCOC(=O)C1=C(CSc2nc3c(cc2C#N)CN(C)CC3)OC(N)=C(C#N)C1c1ccc(Cl)cc1 (stereo not given)	3	0	0	13	-2
18	CSC1=C(C#N)C(c2cccs2)CC(=O)N1C (stereo not given)	-3	-4	-2	nt	0
19	CCNC(=S)N/N=C/c1ccc(OCC(=O)Nc2ccc(C)cc2)cc1	-4	-6	-1	9	2
20	S=C(c1cn(CCOc2cccc3ccccc23)c2ccccc12)N1CCCC1	2	-2	6	6	-5
21	CCc1ccccc1NC(=O)CSc1nc2n[nH]c(C)c2c(=N)n1-c1cccc(OC)c1	1	-5	5	16	-6
22	O=C(c1cc2c(s1)-c1ccccc1OC2)N1CCCC1	0	-8	1	5	-1
23	CCCCNCc1cc(Br)c(OCC(=O)NCc2ccccc2)c(OC)c1	0	-4	5	4	1
24	Cc1cc2n(c(=O)c1C#N)CCCN2c1ccccc1	-1	-4	4	7	3
25	CCCCCc1cc(O)c2c(C)cc(=O)oc2c1	4	-6	8	5	5
26	CCCCC(=O)NC1(C(F)(F)F)C(=O)N(Cc2ccco2)C(C)=C1C(=O)OC (stereo not given)	3	-3	8	3	-5
27	CO/N=C(\CS(=O)(=O)Cc1ccc(OC)cc1)c1ccc(Cl)cc1	0	-6	1	-1	-1
28	O=C(N/N=C/c1cccnc1)c1[nH]ncc1Br	-3	5	2	3	-5
29	O=C(NCc1nnc(SCC(=O)N2CCCc3ccccc32)o1)c1ccco1	0	1	1	6	-1
30	O=C(CSc1ncnc2ccccc12)Nc1cc(S(=O)(=O)N2CCCCC2)ccc1Cl	-1	-3	5	9	6

item	p47phox inh	PPC-1+TRAIL kill	Furin inh	TbHK1 inh
16	-12	7	-34	-2
17	-58	15	-7[20 µM]	-14
18	nt	2	-28	-9
19	-6	20	-23[20 µM]	-9
20	-122	-5	5	-13
21	-10	8	0[20 µM]	-3
22	-11	4	-273	-38
23	0	20	-22	6
24	-2	12	-7[20 µM]	-44
25	-7	13	-32	1
26	-12	-20	-21[20 µM]	-3
27	-12	12	-28[20 µM]	-5
28	-7	6	-21	-3
29	0	6	-5	-6
30	-82	30	-13	-7

# Full records as entered above. Order of screens: Ba/F3 V617F tox	RBBP9 inhibitor	BaF3 tox	EP2 antag	p97 ATPase inh	p47phox inh	PPC-1+TRAIL kill	Furin inh	TbHK1 inh
# `CCCCC(=O)NC1(C(F)(F)F)C(=O)N(Cc2ccco2)C(C)=C1C(=O)OC` (stereo not given) in the list: 3	-3	8	3	-5	-12	-20	-21[20 µM]	-3
# `CCOC(=O)C1=C(CSc2nc3c(cc2C#N)CN(C)CC3)OC(N)=C(C#N)C1c1ccc(Cl)cc1` (stereo not given) in the list: 3	0	0	13	-2	-58	15	-7[20 µM]	-14
# `CCc1ccccc1NC(=O)CSc1nc2n[nH]c(C)c2c(=N)n1-c1cccc(OC)c1` in the list: 1	-5	5	16	-6	-10	8	0[20 µM]	-3
# `CCNC(=S)N/N=C/c1ccc(OCC(=O)Nc2ccc(C)cc2)cc1` in the list: -4	-6	-1	9	2	-6	20	-23[20 µM]	-9
# `O=C(c1cc2c(s1)-c1ccccc1OC2)N1CCCC1` in the list: 0	-8	1	5	-1	-11	4	-273	-38

# The list goes on:
item	compound	Ba/F3 V617F tox	RBBP9 inhibitor	BaF3 tox	EP2 antag	p97 ATPase inh
31	Cc1cccc(N(CC(=O)NCCSCc2ccco2)S(=O)(=O)c2ccccc2)c1	3	-8	6	12	-7
32	O=C(Cc1ccccc1)Nc1ccccc1N1CCOCC1	1	-2	-1	5&7	1
33	O=C(NC1CCSC1=O)c1cccc(Cl)c1 (stereo not given)	-2	8	5	10	3
34	CC1(C)C(=O)Nc2ccccc2N1C(=O)COC(=O)C1CCCCC1	1	3	9	11	-3
35	O=C(Nc1cccc(O)c1)c1ccc(Br)cc1	0	-11	2	6	0
36	O=S(=O)(Nc1nccs1)c1ccc(F)cc1	0	-1	7	6	-8
37	CC(C)CNC(=O)CCCc1ccccc1	5	-2	5	10	-5
38	O=C(N/N=C/c1ccccc1C(=O)O)c1cc(-c2ccc3c4c(cccc24)CC3)n[nH]1	-1	-16	3	4	2
39	O=S(=O)(NCC1CCCO1)c1ccc(Cl)c(C(F)(F)F)c1 (stereo not given)	-1	-8	5	11	1
40	CCCCn1c(SCC(=O)c2ccc3c(c2)OCCO3)nnc1-c1ccco1	-4	4	4	17	-5
41	Cc1noc(NS(=O)(=O)c2ccc(NC(=O)CC34CC5CC(CC(Br)(C5)C3)C4)cc2)c1C	-3	2	-1	8	1
42	S=c1nc(-c2ccccc2)n(CCCN2CCOCC2)c2c1CCCC2	0	-3	6	12	1
43	COc1ccc(C(C(=O)NC2CCCC2)N(Cc2ccccc2)C(=O)CNC(=O)c2ccco2)cc1 (stereo not given)	-3	-4	7	15	1
44	CCCC1=C(C(=O)OCC)C(c2ccccc2OC)NC(=O)N1 (stereo not given)	-3	-5	-1	2	-5
45	CC(=O)Nc1ccc(NCC(O)COc2ccccc2)cc1 (stereo not given)	2	2	4	15	-3

item	p47phox inh	PPC-1+TRAIL kill	Furin inh	TbHK1 inh
31	-9	26	-4	2
32	-10	23	-17[20 µM]	-3
33	1	6	-14	-6
34	32*	6	-9[20 µM]	-6
35	-5	23	-31[20 µM]	9
36	-15	nt	-27	-1
37	-5	4	-11[20 µM]	1
38	-14	0	-20	-4
39	-7	26	-19[20 µM]	-4
40	-12	20	-13[20 µM]	-5
41	0	8	-13[20 µM]	2
42	-1	-6	-4	-62
43	-1	18	-16[20 µM]	-1
44	-6	17	-29	-1
45	8	27	-10[20 µM]	-2

# Sorted by length of the SMILES (rising): some entries from above
item	compound	Ba/F3 V617F tox	RBBP9 inhibitor	BaF3 tox	EP2 antag	p97 ATPase inh
36	O=S(=O)(Nc1nccs1)c1ccc(F)cc1	0	-1	7	6	-8
40	CCCCn1c(SCC(=O)c2ccc3c(c2)OCCO3)nnc1-c1ccco1	-4	4	4	17	-5
41	Cc1noc(NS(=O)(=O)c2ccc(NC(=O)CC34CC5CC(CC(Br)(C5)C3)C4)cc2)c1C	-3	2	-1	8	1

item	p47phox inh	PPC-1+TRAIL kill	Furin inh	TbHK1 inh
36	-15	nt	-27	-1
40	-12	20	-13[20 µM]	-5
41	0	8	-13[20 µM]	2

# Next section
item	compound	Ba/F3 V617F tox	RBBP9 inhibitor	BaF3 tox	EP2 antag	p97 ATPase inh
46	Cc1cccc(OC(C)C(=O)N(Cc2cccs2)C2CCS(=O)(=O)C2)c1C (stereo not given)	0	-1	4	5	-5
47	CC(=O)Nc1ccc(S(=O)(=O)Nc2ccccn2)cc1	-2	0	11	11	4
48	CCN(CC)C(=O)c1cc(C(C)(C)C)c(O)c(C(C)(C)C)c1	-2	1	4	3	7
49	CCNc1ccc(S(=O)(=O)N(C)C)cc1NCC(=O)Nc1ccccc1F	-3	-6	1	6	1
50	Cc1nc(/C(=N/O)C(N)=O)cs1	-4	1	-1	10	4
51	Cc1ccc2c(c1)nnn2C1CCN(C(=O)c2cccs2)CC1	-1	-2	2	8	0
52	OC1CCN(c2ncnc3nc[nH]c23)CC1	2	-8	4	12	-1
53	CCOC(=O)Cc1csc(N/N=C/c2ccccc2)n1	0	-4	2	6	3
54	O=C(O)c1ccccc1O	-3	1	9	20&18	5
55	CC(C)CC(=O)/C(=C\c1ccc(Cl)cc1Cl)n1cncn1	1	-9	4	52*	-7
56	COc1ccc2c(c1OC)C(=O)N1c3ccccc3C(=O)N(c3ccccc3F)C21 (stereo not given)	2	-10	-3	24	0
57	Cc1nnc(-c2cnn(C)c2N)n1Cc1ccc(Cl)cc1	-3	5	3	16	1
58	COc1ccc(-n2c(SCc3nnc(-c4ccccc4)o3)nnc2-c2ccccc2)cc1	0	-8	6	6	0
59	CC(=O)c1cc(-c2ccc(F)cc2)n(CC(=O)NCc2cccs2)c1C	-2	1	-1	12	1
60	O=C(Nc1nc(-c2cccs2)cs1)c1ccc(Cl)s1	0	-8	2	21	0

item	p47phox inh	PPC-1+TRAIL kill	Furin inh	TbHK1 inh
46	15	20	-19	-1
47	9	2	-21	-3
48	-1	6	-19	6
49	-12	-1	-11	27
50	-8	-3	-29	-3
51	5	-12	-9	32
52	-2	16	-24	-5
53	-14	20	-5	-26
54	-5	-6	-10	-2
55	-1	9	-20	-4
56	-4	21	-15	-2
57	-22	-10	-30[20 µM]	-1
58	-9	-4	-15	-1
59	-16	-13	-28	0
60	-21	6	-13	-2

# (cont.)
item	compound	Ba/F3 V617F tox	RBBP9 inhibitor	BaF3 tox	EP2 antag	p97 ATPase inh
61	CCc1cccc(NC(=O)c2snc3c(=O)[nH]cnc23)c1	-3	-4	3	11	4
62	CC1(C)CC(NC(=S)Nc2ccc([N+](=O)[O-])cc2)CC(C)(C)N1	6	-7	13	12	1
63	COc1ccc(-c2ccc(CCC(=O)O)n2NC(N)=O)cc1	-3	10	-4	2	6
64	O=C(Nc1cccc(S(=O)(=O)N2CCCCCC2)c1)c1cc(=O)c2ccccc2o1	2	-2	1	16	4

item	p47phox inh	PPC-1+TRAIL kill	Furin inh	TbHK1 inh
61	-1	-18	-16	2
62	-10	14	-5	-16
63	-4	0	-22	-9
64	-13	23	-32	-4
